CHT inh – inhibitors of human choline transporter CHT; B-score at 10 µM; High affinity choline transporter 1 (Homo sapiens), Q9GZV3; CHT-expressing cells, membrane potential dye, choline response; hits give low values; AID 488975, 2010; actives 0.86% (n = 310,000);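 active = B-score over 3 SD under the library average, and starting fluorescence ratio not unusually high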;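 note: choline stimulus applied at its EC90 after an EC20 pre-addition; B-score computed on integrated fluorescence ratio after choline addition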
Kir21 inh – inhibitors of mouse Kir2.1 inward-rectifier potassium channel. HEK293-Kir2.1, FluxOR thallium flux fluorescence; hits give low values. actives 0.85% (n = 310,000). Inward rectifier potassium channel 2 (Mus musculus), P35561. B-score at 10 µM;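 active = fluorescence ratio B-score at or below minus 3 SD of library scores, with starting-brightness B-score within 2 SD, cut at about -4.2 in these data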;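 note: channel flux triggered by added potassium and thallium sulfate stimulus; B-score of peak minus minimum fluorescence over baseline after thallium stimulus; more negative B-score means stronger Kir2.1 block with less thallium influx; some compounds called inactive have numbers as strong as hits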
KCNQ2 inh – KCNQ2 potassium channel inhibitors, primary screen, cell-based, CHO-K1, FluxOR thallium flux, B-score (AID 2156) | 20 min; hits give low values | B-score at 10 µM | actives 1.1% (n = 310,000);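 active = fluorescence ratio B-score at most minus 3 library SDs, with starting brightness B-score within 2 library SDs, cut at about -5.5 in these data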
Target sequence (O88943 whole entry, looked up): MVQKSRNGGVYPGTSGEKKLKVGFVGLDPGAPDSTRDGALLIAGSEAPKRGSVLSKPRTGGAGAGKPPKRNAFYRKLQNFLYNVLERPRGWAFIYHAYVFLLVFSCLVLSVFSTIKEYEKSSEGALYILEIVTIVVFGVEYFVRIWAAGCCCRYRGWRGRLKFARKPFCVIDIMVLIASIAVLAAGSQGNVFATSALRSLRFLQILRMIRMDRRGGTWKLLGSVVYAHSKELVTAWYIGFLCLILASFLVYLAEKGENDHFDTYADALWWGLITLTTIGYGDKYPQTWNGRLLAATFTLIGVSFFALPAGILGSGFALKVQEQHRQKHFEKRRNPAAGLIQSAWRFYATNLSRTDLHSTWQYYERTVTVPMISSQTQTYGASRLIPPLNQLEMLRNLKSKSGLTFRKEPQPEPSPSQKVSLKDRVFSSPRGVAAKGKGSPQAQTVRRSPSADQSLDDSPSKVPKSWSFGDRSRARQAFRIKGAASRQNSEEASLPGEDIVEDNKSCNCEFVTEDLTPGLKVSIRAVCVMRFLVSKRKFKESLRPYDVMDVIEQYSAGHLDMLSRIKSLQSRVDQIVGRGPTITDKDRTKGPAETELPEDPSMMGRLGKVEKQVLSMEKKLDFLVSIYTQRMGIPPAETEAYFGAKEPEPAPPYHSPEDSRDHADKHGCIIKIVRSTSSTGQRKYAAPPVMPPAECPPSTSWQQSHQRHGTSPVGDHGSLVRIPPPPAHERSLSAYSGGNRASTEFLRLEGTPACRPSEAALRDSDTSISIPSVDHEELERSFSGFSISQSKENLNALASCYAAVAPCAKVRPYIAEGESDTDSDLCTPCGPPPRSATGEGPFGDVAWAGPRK
Numbers without * were called inactive.

`O=C(CSc1nc(Nc2ccccc2)nc(N2CCOCC2)n1)N1CCCC1` gave CHT inh inactive, Kir21 inh 0.9 and KCNQ2 inh inactive.
Clc1cccc(CSc2nc3ccncc3[nH]2)c1 was read as CHT inh inactive, Kir21 inh -0.73 and KCNQ2 inh inactive.
For O=C(Nc1ccc2oc(-c3ccncc3)nc2c1)c1ccc(Br)o1 the results were CHT inh inactive, Kir21 inh -0.04 and KCNQ2 inh inactive.
C=CCC(CC=C)(NC(=O)c1cccc(C)c1)c1ccccc1 was read as CHT inh inactive, Kir21 inh 0.46 and KCNQ2 inh inactive.
`Cc1ccc(/C=C2\SC(N3CCCCC3)=NC2=O)cc1` gave CHT inh inactive, Kir21 inh 0.14 and KCNQ2 inh inactive.
For Cc1ccc(C23CC4CC(CC(C(=O)N5CCOCC5)(C4)C2)C3)cc1 the results were CHT inh inactive, Kir21 inh 0.35 and KCNQ2 inh inactive.
CCc1nc2oc3cc(OC)ccc3c(=O)c2c(=O)n1Cc1ccccc1 was read as CHT inh inactive, Kir21 inh 0.58 and KCNQ2 inh inactive.
`C/C(CC(=O)Nc1ccc2c(c1)OCCO2)=N\NC(=O)c1cccc(O)c1` gave CHT inh inactive, Kir21 inh 3.1 and KCNQ2 inh inactive.
CCN(C(=O)COC(=O)c1ccc2c(=O)n3c(nc2c1)CCC3)C1CCS(=O)(=O)C1 (stereo not given) was read as CHT inh inactive, Kir21 inh 1.5 and KCNQ2 inh inactive.
`Cc1ccc(/C=N/NC(=O)C(O)c2ccccc2)o1` (stereo not given) gave CHT inh inactive, Kir21 inh 0.04 and KCNQ2 inh inactive.
CC(=O)c1cn(CC(=O)Nc2ccc(C)cc2)c2ccccc12 was read as CHT inh inactive, Kir21 inh 1.7 and KCNQ2 inh inactive.
Cc1ccc(CNC(=O)CCS(=O)(=O)c2ccc3c(c2)NC(=O)C(C)S3)cc1 (stereo not given) was read as CHT inh inactive, Kir21 inh 1.2 and KCNQ2 inh inactive.
For O=C(NCc1nc2ccccc2[nH]1)c1cccc(S(=O)(=O)N2CCCCC2)c1 the results were CHT inh inactive, Kir21 inh -0.68 and KCNQ2 inh inactive.
For CN(c1ccccc1)c1nc(N)c([N+](=O)[O-])c(N2CCCCCC2)n1 the results were CHT inh inactive, Kir21 inh 0.06 and KCNQ2 inh inactive.
CCN(CC)C(=O)C1CCCN(c2ccc([N+](=O)[O-])cc2/C=N/NC(=O)c2cccc(Br)c2)C1 (stereo not given) was read as CHT inh inactive, Kir21 inh 0 and KCNQ2 inh inactive.
`Cc1ccc(S(=O)(=O)N2CCCC(C(=O)NCc3ccccn3)C2)cc1` (stereo not given) gave CHT inh inactive, Kir21 inh 1.7 and KCNQ2 inh inactive.
For COc1ccc(C/C(N)=N/OC(C)=O)cc1OC the results were CHT inh inactive, Kir21 inh 0.34 and KCNQ2 inh inactive.
Cc1cccc(N(C(=O)c2snc(C(N)=O)c2N)C(C(=O)NCC2CCCO2)c2ccc3ncccc3c2)c1 (stereo not given) was read as CHT inh inactive, Kir21 inh 1 and KCNQ2 inh inactive.
For C=CCn1c(Cc2nc3ccccc3[nH]2)n[nH]c1=S the results were CHT inh inactive, Kir21 inh 2 and KCNQ2 inh inactive.
Screening CC1(C)CC(=O)C2=C(C1)N(c1ccc(F)cc1)C(=O)NC2(C(F)(F)F)C(F)(F)F returned CHT inh inactive, Kir21 inh 0.98 and KCNQ2 inh inactive.
For Cc1nc2nc[nH]n2c(=O)c1NC(=O)CCc1ccccc1 the results were CHT inh inactive, Kir21 inh -1.1 and KCNQ2 inh inactive.
`CC(=O)Nc1ccc(S(=O)(=O)N2CCN(Cc3ccncc3)CC2)cc1` gave CHT inh inactive, Kir21 inh -1.4 and KCNQ2 inh inactive.
Screening Cc1ccc(C(=O)CN2CCN(c3ccccn3)CC2)c(C)c1 returned Kir21 inh 1.4 and KCNQ2 inh inactive.
For CC(C)(C)c1csc(NC(=O)c2cccnc2)n1 the results were CHT inh inactive, Kir21 inh -1.5 and KCNQ2 inh inactive.
For Cc1ccc(-n2nnnc2-c2cnc(N3CCCC3)nc2C(F)(F)F)cc1 the results were CHT inh inactive, Kir21 inh 2.1 and KCNQ2 inh inactive.
For C=CCc1cccc(C=Nc2c[nH]c(=O)[nH]c2=O)c1O the results were CHT inh inactive, Kir21 inh 0.69 and KCNQ2 inh inactive.
`O=S(=O)(c1ccccc1C(F)(F)F)N1CCN(S(=O)(=O)c2ccccc2C(F)(F)F)CC1` gave CHT inh inactive, Kir21 inh -0.4 and KCNQ2 inh inactive.
Cc1cccc(NC(=O)N2CCCC2C(=O)Nc2ccccc2)c1 (stereo not given) was read as CHT inh inactive, Kir21 inh -2.3 and KCNQ2 inh inactive.
Screening CC(=O)OC1(C(F)(F)F)Oc2ccccc2NC1=O (stereo not given) returned CHT inh inactive, Kir21 inh -1.6 and KCNQ2 inh inactive.
COc1cccc(NC(=O)N2CCC(NC(=O)C(Cc3ccccc3OC)NC(C)=O)CC2)c1 (stereo not given) was read as Kir21 inh 0.85 and KCNQ2 inh inactive.
Screening O=C(CSc1ccc(-c2ccccn2)nn1)Nc1nccs1 returned CHT inh inactive, Kir21 inh 2.5 and KCNQ2 inh inactive.
`CS(=O)(=O)N(CC(=O)Nc1cccc(Br)c1)Cc1ccccc1` gave CHT inh inactive, Kir21 inh -0.11 and KCNQ2 inh inactive.
`COc1ccc(NC(=O)CSCC(=O)Nc2ccc(S(=O)(=O)N3CCCCC3)cc2)cc1` gave CHT inh inactive, Kir21 inh -0.35 and KCNQ2 inh inactive.
For Cc1ccc2[nH]c(C(F)(F)F)cc(=O)c2c1 the results were CHT inh inactive, Kir21 inh 1.5 and KCNQ2 inh inactive.
For O=C(Nc1nnc(CCS(=O)(=O)c2ccc3ccccc3c2)s1)c1ccc([N+](=O)[O-])cc1 the results were CHT inh inactive, Kir21 inh 1.2 and KCNQ2 inh inactive.
Oc1cccc(/C=N/Nc2nn3cnnc3c3ccccc23)c1 was read as CHT inh inactive, Kir21 inh -0.24 and KCNQ2 inh inactive.
O=c1c2c3nc4ccccc4nc3n(CC3CCCO3)c2ncn1CCc1ccccc1 (stereo not given) was read as CHT inh inactive, Kir21 inh -0.11 and KCNQ2 inh inactive.
O=C1/C(=C/c2ccc(O)c([N+](=O)[O-])c2)SC(=S)N1Cc1ccccc1 was read as CHT inh inactive, Kir21 inh 0.61 and KCNQ2 inh inactive.
For CSc1ccc(/C=C(/NC(=O)c2ccccc2)C(=O)NCCN2CCOCC2)cc1 the results were CHT inh inactive, Kir21 inh 0 and KCNQ2 inh inactive.
For Cc1csc(NC(=O)CSCC(=O)O)c1-c1nc2ccccc2s1 the results were CHT inh inactive, Kir21 inh 0.42 and KCNQ2 inh inactive.
O=S(=O)(/N=C(\c1ccccc1)N1CCOCC1)c1cccs1 was read as CHT inh inactive, Kir21 inh 1.7 and KCNQ2 inh inactive.
For CC(C)N1CCc2[nH]c(=S)[nH]c(=O)c2C1 the results were CHT inh inactive, Kir21 inh 0.01 and KCNQ2 inh inactive.
`Clc1ccc2nc(-c3ccc(Cl)nc3)[nH]c2c1` gave CHT inh inactive, Kir21 inh 0.03 and KCNQ2 inh inactive.
Screening COc1cc(C)c2c(c1C=O)Oc1c(c(C)c(O)c3c1C(O)OC3=O)OC2=O (stereo not given) returned CHT inh inactive, Kir21 inh 1.7 and KCNQ2 inh inactive.
For O=C(N/N=C/c1ccc(O)c([N+](=O)[O-])c1)C1CC1(c1ccccc1)c1ccccc1 (stereo not given) the results were CHT inh -9.3*, Kir21 inh 2.7 and KCNQ2 inh inactive.
O=c1c2cnn(-c3ccccc3)c2nc(-c2cccs2)n1-c1cccc(Cl)c1 was read as CHT inh inactive, Kir21 inh 0.31 and KCNQ2 inh -7.5*.
For CC(=NCCN1CCN(C(=S)Nc2ccccc2)CC1)C1=C(O)CC(C)(C)CC1=O the results were CHT inh inactive, Kir21 inh 1.9 and KCNQ2 inh inactive.
For NS(=O)(=O)c1ccc(CCNC(=O)c2cncc(Br)c2)cc1 the results were CHT inh inactive, Kir21 inh 0.04 and KCNQ2 inh inactive.
For CC(=O)[C@H]1[C@H](C#N)C[C@H]2[C@@H]3CC=C4C[C@@H](O)CC[C@]4(C)[C@H]3CC[C@@]21C the results were CHT inh inactive, Kir21 inh 2.7 and KCNQ2 inh inactive.
For COc1cccc(-c2nc(CS(=O)(=O)CC(=O)Nc3c(C)cccc3C)c(C)o2)c1 the results were CHT inh inactive, Kir21 inh -0.07 and KCNQ2 inh inactive.

6 records picked at random from those above, as already listed:
For O=C(N/N=C/c1ccc(O)c([N+](=O)[O-])c1)C1CC1(c1ccccc1)c1ccccc1 (stereo not given) the results were CHT inh -9.3*, Kir21 inh 2.7 and KCNQ2 inh inactive.
COc1cccc(NC(=O)N2CCC(NC(=O)C(Cc3ccccc3OC)NC(C)=O)CC2)c1 (stereo not given) was read as Kir21 inh 0.85 and KCNQ2 inh inactive.
Screening O=C(CSc1ccc(-c2ccccn2)nn1)Nc1nccs1 returned CHT inh inactive, Kir21 inh 2.5 and KCNQ2 inh inactive.
Screening CC(=O)OC1(C(F)(F)F)Oc2ccccc2NC1=O (stereo not given) returned CHT inh inactive, Kir21 inh -1.6 and KCNQ2 inh inactive.
Cc1cccc(N(C(=O)c2snc(C(N)=O)c2N)C(C(=O)NCC2CCCO2)c2ccc3ncccc3c2)c1 (stereo not given) was read as CHT inh inactive, Kir21 inh 1 and KCNQ2 inh inactive.
For CC(C)(C)c1csc(NC(=O)c2cccnc2)n1 the results were CHT inh inactive, Kir21 inh -1.5 and KCNQ2 inh inactive.

New compounds follow
`CC(C)c1nnc(NC(=O)CCC(=O)N2CCN(c3ccccc3F)CC2)s1` gave CHT inh inactive, Kir21 inh 0.04 and KCNQ2 inh inactive.
`Cc1nn(CC(=O)N2CCN(c3ccccc3)CC2)c(=O)c2ccccc12` gave CHT inh inactive, Kir21 inh 0.32 and KCNQ2 inh inactive.
For FC(F)(F)c1cc(-c2ccco2)nc(N2CCN(Cc3ccccc3)CC2)n1 the results were CHT inh inactive, Kir21 inh 0.76 and KCNQ2 inh inactive.
`COC(=O)C1CCN(C(=O)COC(=O)CNS(=O)(=O)c2ccc(SC)c([N+](=O)[O-])c2)CC1` gave CHT inh inactive, Kir21 inh 0.41 and KCNQ2 inh inactive.
`O=C(CN1CCC(C(=O)c2ccc(Cl)cc2)CC1)NC1CCCC1` gave CHT inh inactive, Kir21 inh 0.18 and KCNQ2 inh inactive.
Screening O=c1c2ccccc2sc2ccc(C#CC3(O)CCCCC3)cc12 returned CHT inh inactive, Kir21 inh -0.39 and KCNQ2 inh inactive.
Screening Cc1ccccc1-n1ncc2c(SCC(=O)N3c4ccccc4CC3C)ncnc21 (stereo not given) returned CHT inh inactive, Kir21 inh 0.41 and KCNQ2 inh inactive.
`CC1=C(N2CCN(c3ncccn3)CC2)CCC1=O` gave CHT inh inactive, Kir21 inh -0.37 and KCNQ2 inh inactive.
CCOC(=O)CN(C(=O)CSc1nnc2c(n1)[nH]c1ccccc12)c1ccccc1 was read as CHT inh inactive, Kir21 inh 2.3 and KCNQ2 inh inactive.
`Cc1ccc(CCN2CC(C(=O)NCCc3ccccc3)CC2=O)cc1` (stereo not given) gave CHT inh inactive, Kir21 inh -0.26 and KCNQ2 inh inactive.
For Cn1c(SCC(=O)NC2CCCC2)nnc1-c1ccncc1 the results were CHT inh inactive, Kir21 inh -1.5 and KCNQ2 inh inactive.
Fc1ccc(COc2ccccc2C(=S)N2CCCC2)cc1 was read as CHT inh inactive, Kir21 inh -2.8 and KCNQ2 inh inactive.
Screening COC(=O)Cc1c(C)c2ccc(OCC(=O)c3ccc(OC)c(OC)c3)cc2oc1=O returned CHT inh inactive, Kir21 inh -3.4 and KCNQ2 inh inactive.
Screening COc1ccc(N2CCN(CCNC(=O)Nc3cc(Cl)ccc3Cl)CC2)cc1 returned CHT inh inactive, Kir21 inh 3.1 and KCNQ2 inh inactive.
CCOC(=O)CSc1nc(C)cc(=O)[nH]1 was read as CHT inh inactive, Kir21 inh 0.03 and KCNQ2 inh inactive.
For CC(C)Oc1ccc(Nc2ncnc3ccccc23)cc1 the results were CHT inh inactive, Kir21 inh -1.4 and KCNQ2 inh inactive.
For COc1ccc(C(=O)CCC(C)(C)[N+](=O)[O-])cc1 the results were CHT inh inactive, Kir21 inh -1.3 and KCNQ2 inh inactive.
For CC(Oc1cc(-c2ccccc2)cc2ccccc12)C(=O)N1CCOCC1 (stereo not given) the results were CHT inh inactive, Kir21 inh -2.6 and KCNQ2 inh inactive.
Screening CCCCN(CC)CCNC(=O)c1cc2c(-c3ccc(Cl)cc3)nn(C)c2s1 returned CHT inh inactive, Kir21 inh -1.8 and KCNQ2 inh -8.4*.
Screening COc1ccccc1NC(=O)c1cc2c(CO)cnc(C)c2oc1=Nc1ccccc1 returned CHT inh inactive, Kir21 inh 1.7 and KCNQ2 inh inactive.
`CCOc1ccc(-c2nnc(SCC(=O)Nc3cc(C)on3)o2)cc1` gave CHT inh inactive, Kir21 inh 0.79 and KCNQ2 inh inactive.
Cc1ccc(N2CCN(C(=O)c3ccccc3)CC2)c(C)c1 was read as CHT inh inactive, Kir21 inh -0.16 and KCNQ2 inh inactive.
Screening O=c1c2c(n3cnnc3n1-c1ccccc1)-c1ccccc1CC21CCCCC1 returned CHT inh inactive, Kir21 inh -0.55 and KCNQ2 inh inactive.
CCOc1ccc(C(=S)N2CCOCC2)cc1OCC was read as CHT inh inactive, Kir21 inh 1.4 and KCNQ2 inh inactive.
